# Screens (PubChem BioAssay)
# Vif-APOBEC3G blk: qHTS for Inhibitors of Vif-A3G Interactions: qHTS. HeLa A3G-eYFP + Vif (tagged APOBEC3G with the HIV-1 protein that degrades it), YFP fluorescence, overnight. AID 602310, 2012. 410,000 compounds, 0.076% hits. Potency, µM (doses to about 46.1 µM), without a hit: at the top dose activity, negative = active, hits mostly inhibitors;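 further: on the % scale 0 is the no-effect control and ±100 the full control effect; nearly all actives have a fitted effect of over 60% in size; hits raise eYFP signal because A3G escapes Vif-driven loss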
# Target sequence (Q9HC16 whole entry, looked up): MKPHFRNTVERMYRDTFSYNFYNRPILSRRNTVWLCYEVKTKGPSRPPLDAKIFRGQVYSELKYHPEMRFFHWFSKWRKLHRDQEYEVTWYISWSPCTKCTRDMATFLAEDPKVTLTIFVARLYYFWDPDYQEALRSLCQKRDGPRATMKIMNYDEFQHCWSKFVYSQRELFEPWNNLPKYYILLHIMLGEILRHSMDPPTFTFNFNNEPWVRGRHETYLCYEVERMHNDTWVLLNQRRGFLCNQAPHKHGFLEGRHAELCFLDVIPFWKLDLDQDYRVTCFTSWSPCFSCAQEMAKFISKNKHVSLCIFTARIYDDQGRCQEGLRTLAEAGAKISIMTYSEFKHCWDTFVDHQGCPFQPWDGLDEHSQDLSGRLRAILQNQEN
#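 HeLa cells stably expressing Vif and C-terminally eYFP-tagged A3G, seeded overnight at 37 deg C, then exposed to compound by pintool overnight at 37 deg C. Rise in yellow fluorescence (Ex 488/Em 500-530, Acumen) marks blocked Vif-driven A3G degradation.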
# RXFP1 agonist: qHTS Assay for Agonists of the Relaxin Receptor RXFP1; Relaxin receptor 1 (Homo sapiens), Q9HBX9; HEK293T-RXFP1 cAMP TR-FRET, 30 min; response scale: percent of porcine relaxin response, buffer zero; Potency, µM (top dose mostly 57.5 µM), for the others: at the highest dose activation, hits mostly activators; 370,000 compounds, 0.3% hits; AID 2676, 2010; further: on the % scale 0 is the no-effect control and ±100 the full control effect; nearly all actives have a fitted effect of over 60% in size; many of its hits are not listed in these tables
#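 Agonist response is measured as cAMP accumulation in an RXFP1-transfected HEK293T line under PDE4 inhibition. Values are scaled between buffer-only and 29 nM porcine relaxin, and EC50s come from standard Hill equation fits.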
# RGS4 inh: Inhibitors of Regulator of G Protein Signaling (RGS) 4: qHTS; Potency, µM (titrated, usually from 114 µM), without a hit: at the highest dose activity change, negative = inhibition, usual class: inhibitors; Regulator of G-protein signaling 4 (Homo sapiens), P49798; Transcreener GDP fluorescence polarization, RGS4-accelerated GTP hydrolysis; AID 504845, 2011; 390,000 compounds, 0.039% hits; further: on the % scale 0 is the no-effect control and ±100 the full control effect; nearly all actives have a fitted effect of over 75% in size; some results filed as inactive show a strong effect at the top dose
#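 MLSMR compounds (23 nl, pin-transferred) preincubated 10 min at room temperature with a 500nM (2x) first reagent, then RGS4 at 900nM (2x) plus Transcreener GDP mix added; fluorescence polarization (620/688 nm) read before and after 90 min at 30 °C.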
# USP1 inh: Inhibitors of USP1/UAF1: Primary Screen; Ubiquitin carboxyl-terminal hydrolase 1 (Homo sapiens), O94782; recombinant USP1/UAF1, Ub-Rhodamine cleavage fluorescence; Potency, µM (titrated, usually from 57.1 µM), without a hit: top-dose activity change, negative = inhibition, actives largely listed as inhibitors; 390,000 compounds, 0.23% hits; further: on the % scale 0 is the no-effect control and ±100 the full control effect; nearly all actives have a fitted effect of over 60% in size; inactives centre near -12
#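 USP1/UAF1 complex (1 nM) preincubated 15 min at room temperature with compound, then Ub-Rho substrate (150 nM final) added. Kinetic fluorescence at 480/540 nm over 6 reads at 60 s intervals; 50 mM HEPES pH 7.8, 0.5 mM EDTA, 0.1 mg/ml BSA, 1 mM TCEP, 0.01% Tween-20.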
# TrxR1 substrate: qHTS Assay for Substrates of Mammalian Selenoprotein Thioredoxin Reductase 1 (TrxR1): qHTS; AID 588456, 2011; 390,000 compounds, 0.01% hits; purified TrxR1 substrate turnover, NADPH consumption readout; Potency, µM (top dose mostly 114 µM), for the others: at the top dose activity change, negative = substrate turnover; further: on the % scale 0 is the no-effect control and ±100 the full control effect; nearly all actives have a fitted effect of over 50% in size
#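 Rat TrxR1, dispensed at 90 nM, was prereduced with 400 uM NADPH (final) for 5 min at ~22 deg C, then incubated with compound 15 min before 400 uM selenite. A first-read NADPH fluorescence drop versus no-compound background flagged substrates.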
# mIDH1 inhibitor: qHTS for Inhibitors of mutant isocitrate dehydrogenase 1 (IDH1): qHTS. Isocitrate dehydrogenase [NADP] cytoplasmic (Homo sapiens), O75874. IDH1-R132H enzyme, NADPH consumption, diaphorase/resazurin fluorescence. Potency, µM (top dose mostly 76.6 µM), inactives show top-dose activity change, negative = inhibition, usual class: inhibitors. 390,000 compounds, 0.093% hits; further: on the % scale 0 is the no-effect control and ±100 the full control effect; nearly all actives have a fitted effect of over 65% in size
#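 IDH1-R132H (0.5 ug/mL dispensed) in pH 7.5 Tris buffer was preincubated 30 min with compound, then given a substrate mix of 0.016 mM NADPH and 2 mM alpha-KG for 80 min at room temperature; remaining NADPH was read by diaphorase/resazurin fluorescence.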
# Vif-APOBEC3F blk: qHTS for Inhibitors of Vif-A3F Interactions: qHTS; HeLa A3F-eYFP + Vif (tagged APOBEC3F with the HIV-1 protein that degrades it), YFP fluorescence increase; 390,000 compounds, 0.2% hits; Potency, µM (titrated, usually from 46.1 µM), without a hit: top-dose activity, negative = active; further: % of control where 0% means no effect; nearly all actives have a fitted effect of over 65% in size
#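 HeLa cells stably expressing Vif plus C-terminally eYFP-tagged A3F were seeded, incubated overnight at 37 deg C, dosed with compound, incubated overnight again at 37 deg C. Yellow fluorescence (Ex 488/Em 500-530) reported blocked Vif-mediated A3F-eYFP degradation.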
# rTrxR1 inhibitor: qHTS Assay for Inhibitors of Mammalian Selenoprotein Thioredoxin Reductase 1 (TrxR1): qHTS. Thioredoxin reductase 1, cytoplasmic (Rattus norvegicus), O89049. recombinant rTrxR1, NADPH fluorescence consumption, selenite substrate. Potency, µM (titrated, usually from 114 µM), for the others: top-dose activity change, negative = inhibition, hits mostly inhibitors. 390,000 compounds, 1% hits. AID 588453, 2011; further: on the % scale 0 is the no-effect control and ±100 the full control effect; nearly all actives have a fitted effect of over 65% in size
#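 Rat TrxR1 (90 nM in the dispensed reagent) was pre-reduced with 400 uM NADPH for 5 min at room temperature, then incubated with compound for 15 min. After 400 uM selenite was added, NADPH fluorescence (Ex 340/Em 450 nm) was followed for 8 min.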
# ALOX12 inh: Primary qHTS assay for inhibitors of human arachidonate 12S-lipoxygenase (ALOX12): Round 2; Polyunsaturated fatty acid lipoxygenase ALOX12 (Homo sapiens), P18054; purified 12hLO, xylenol orange hydroperoxide absorbance; Potency, µM (series often up to 108 µM), without a hit: top-dose activity change, negative = inhibition, actives largely listed as inhibitors; 580,000 compounds, 1.1% hits; AID 1671190, 2021; further: on the % scale 0 is the no-effect control and ±100 the full control effect
# Target sequence (P18054 whole entry, looked up): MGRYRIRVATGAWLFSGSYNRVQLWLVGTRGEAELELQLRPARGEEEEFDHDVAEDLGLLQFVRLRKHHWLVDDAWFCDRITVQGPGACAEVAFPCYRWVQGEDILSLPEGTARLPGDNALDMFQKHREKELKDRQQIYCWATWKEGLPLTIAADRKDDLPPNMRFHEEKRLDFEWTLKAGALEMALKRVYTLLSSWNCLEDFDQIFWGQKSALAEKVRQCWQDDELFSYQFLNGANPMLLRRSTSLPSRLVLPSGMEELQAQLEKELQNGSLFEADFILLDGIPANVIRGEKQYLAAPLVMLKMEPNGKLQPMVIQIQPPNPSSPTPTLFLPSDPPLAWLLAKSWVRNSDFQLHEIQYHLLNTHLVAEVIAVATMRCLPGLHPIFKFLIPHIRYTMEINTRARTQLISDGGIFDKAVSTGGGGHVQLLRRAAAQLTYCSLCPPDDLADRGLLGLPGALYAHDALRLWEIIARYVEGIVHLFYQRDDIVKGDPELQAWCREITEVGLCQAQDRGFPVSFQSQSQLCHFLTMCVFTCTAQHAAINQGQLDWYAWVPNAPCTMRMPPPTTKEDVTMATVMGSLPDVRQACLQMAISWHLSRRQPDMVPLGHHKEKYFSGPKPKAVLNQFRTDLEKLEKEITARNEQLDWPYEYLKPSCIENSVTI
#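 Purified human 12hLO (150 nM final) in 25 mM Hepes, 0.01% Triton X-100, pH 7.0 was preincubated 15 min at room temperature with compound. Then 40 uM arachidonic acid was added, 30 min. Hydroperoxide was read by Fe-XO absorbance ratio 573/405 nm.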
# Numbers without * were called inactive; i = inactive; ? = inconclusive; · = no result given; & = joins results of further samples; [ ] = remark or other dose. The call rests on the fitted dose curve; in most records, active means well fitted curve in the direction sought with a large enough effect; inconclusive means small, poorly fitted or top-dose-only effect, or another doubt; inactive means no such curve, though single readings can be large; an effect the other way counts as inactive or inconclusive. Potency means the concentration at half of the fitted maximal effect. These rows are one share of the data; the hit share may differ from the screen's.
SMILES,Vif-APOBEC3G blk,RXFP1 agonist,RGS4 inh,USP1 inh,TrxR1 substrate,mIDH1 inhibitor,Vif-APOBEC3F blk,rTrxR1 inhibitor,ALOX12 inh
Brc1cc2c(cc1C1OCCCO1)OCO2,1%,·,7%,-11%,7%[11.4 µM],2%,1%,18%[11.4 µM],-1%
CCCNC(=O)CN(c1ccc(F)cc1)S(=O)(=O)c1ccc2c(c1)OCCO2,0%,1.2%,9%,?,14%,2%,-12%,3%,3%
NC(N)=NNC(=O)c1ccccc1Cl,0%,0.5%,0%,-18%,2%,0%,-1%,-1%,-12%
Cc1noc(C)c1COc1ccc(C(=O)NCc2ccccn2)cc1,3%,-0.2%,39%,2%,1%,-2%,13%,-1%,21%[57.4 µM]
COc1ccc2c(CNC3CCCCCC3)c(C(=O)O)n(Cc3ccc(C)cc3)c2c1,2%,-1.1%,12%,-10%,-5%,-1%,2%,-1%,0%
Cc1c(C(=O)O)sc2nc3n(c(=O)c12)CCC(C)CC3 (configuration not stated),-1%,4.0%,16%,-1%,1%,2%,-3%,-2%,-13%
CCN(CC(=O)Nc1ccccc1OC)C(=O)CSCC(=O)Nc1cccc(C)c1,0%,·,-5%,-14%,4%[57.1 µM],-6%,15%,11%[57.1 µM],11%
COc1ccc(N=C(N)SCc2ccccn2)cc1,2%,1.9%,-20%,-18%,-2%[57.1 µM],4%,?,-5%[57.1 µM],-11%
CCOC(=O)c1c(C)[nH]c(C)c1S(=O)(=O)N1CCCC(C(=O)Nc2cccc(CC)c2)C1 (configuration not stated),-1%,-2.9%,-4%,-31%,5%[57.1 µM],0%,-10%,22%[57.1 µM],-6%
O=C(Nc1c[nH]c(=O)[nH]c1=O)c1cc([N+](=O)[O-])cc([N+](=O)[O-])c1,0%,0.3%,-21%,-22%,-4%,4%,-8%,21%,?
CC(Sc1nccn1C)C(=O)c1c(N)n(C)c(=O)n(C)c1=O (configuration not stated),2%,-1.0%,17%,-3%,-19%,3%,5%,-16%,-5%
Cc1ccc(C(=O)C(OC(=O)c2cnccn2)c2ccccc2)cc1C (configuration not stated),-4%,2.4%,23%,-9%,-9%,-8%,0%,-2%,-18%
O=C(Nc1ccc(F)cc1)C(=O)c1c(O)[nH]c2ccc([N+](=O)[O-])cc12,1%,0.1%,-16%[56.9 µM],1%,-7%[57.1 µM],-4%,-14%,-3%[57.1 µM],·
O=C(NC1CC(=O)N(c2ccc(F)cc2)C1)c1ccc(S(=O)(=O)N2CCCCC2)cc1 (configuration not stated),3%,1.0%,8%,-12%,-1%[57.1 µM],2%,-1%,18%[57.1 µM],?
CC(C)NC(=O)Nc1cccs1,-1%,0.9%,-6%,-15%,1%,5%,0%,10%[57.1 µM],2%
CCC/C=C1/CCCOC(C(=O)NCc2ccc(S(C)(=O)=O)cc2)(C(F)(F)F)C1 (configuration not stated),-2%&0%,·,3%&26%,-29%,1%&-5%,2%,4%,9%&-1%,3%
COC(=O)[C@H](Cc1ccccc1)NC(=O)N1CCN(c2ccc(F)cc2)CC1,1%,-4.7%,16%,-18%,0%,11%,5%,-9%,8%
O=C(Nc1ccc(C(=O)O)cc1)/C(=C\c1ccco1)NC(=O)c1ccc(Br)o1,4%,-0.2%,-54%,?,2%[57.1 µM],2%,5%,-52%,?
O=C(CNS(=O)(=O)c1ccc(Br)cc1)NC1CCCC1,-2%,5.5%,-23%,-11%,-5%,8%,0%,1%,i
Cc1c(-c2nc(-c3ccc(C(F)(F)F)cc3)no2)n(C)oc1=O,-10%,5.4%,-11%,-14%,8%,7%,-18%,-1%,13%

# Just RGS4 inh, USP1 inh and RXFP1 agonist, for three of the compounds above:
SMILES,RGS4 inh,USP1 inh,RXFP1 agonist
O=C(Nc1ccc(F)cc1)C(=O)c1c(O)[nH]c2ccc([N+](=O)[O-])cc12,-16%[56.9 µM],1%,0.1%
O=C(NC1CC(=O)N(c2ccc(F)cc2)C1)c1ccc(S(=O)(=O)N2CCCCC2)cc1 (configuration not stated),8%,-12%,1.0%
CC(C)NC(=O)Nc1cccs1,-6%,-15%,0.9%

# Next section
SMILES,Vif-APOBEC3G blk,RXFP1 agonist,RGS4 inh,USP1 inh,TrxR1 substrate,mIDH1 inhibitor,Vif-APOBEC3F blk,rTrxR1 inhibitor,ALOX12 inh
COc1cc(/C=C/C(=O)OCC(=O)NCC2CCCO2)ccc1OCC#N (configuration not stated),2%,0.9%,8%,-18%,21%,13%,4%,-20%,-25%
Cn1c(N)c(Sc2ccc([N+](=O)[O-])cc2)c(=O)n(C)c1=O,-3%,-0.3%,-19%,-4%,-12%,0%,4%,34%[57.1 µM],-5%
COc1ccc(-c2noc(C3CC(=O)N(c4cc(C)cc(C)c4)C3)n2)cc1 (configuration not stated),-2%,-0.2%,-13%,-30%,-5%[57.1 µM],-8%,3%,13%[57.1 µM],-29%
COC(C/C=C\[C@@H](O)COCc1ccccc1)OC,1%,-0.8%,23%,8%,-2%,-2%,-1%,10%,4%
COCCN1CCn2c(nc3cc(NC(=O)c4ccc(OC)cc4)ccc32)C1,-10%,2.0%,-41%,-20%,28%,13%,2%,-20%,0%
O=C(O)CCCCNS(=O)(=O)c1ccc(Cl)c(C(F)(F)F)c1,-2%,2.8%,-27%,-20%,7%,3%,-2%,19%,4%
CC(C)(C)c1ccc(C(=O)NCCc2csc(-c3ccc(Cl)cc3)n2)cc1,0%,-1.0%,-19%,-38%,3%[57.1 µM],15%,3%,32%[57.1 µM],-25%
CCOC(=O)C1=NNC2C(=O)N(CC)C(=O)C12 (configuration not stated),0%,2.3%,-26%,-5%,-3%,1%,0%,1%,232%[activator]
COc1ccccc1CNS(=O)(=O)CCNCCc1ccccc1,6%,·,43%,-20%,1%,6%,-1%,19%,-5%
Cc1cc(C)c(S(=O)(=O)N2CCN(C3CC(=O)N(c4ccccc4Cl)C3=O)CC2)c(C)c1 (configuration not stated),5%,·,12%,-8%,-6%,-11%,-20%,-4%,-9%
CS(=O)(=O)N1CCN(C(=O)c2cc3ccccc3oc2=O)CC1,-2%,1.7%,-1%,-16%,-4%,2%,-2%,-1%,6%
CCOc1ccccc1NC(=O)N1CCC(N2CCN(Cc3ccccc3)C(=O)C2=O)CC1,8%,0.1%,-23%,?,-4%[57.1 µM],-6%,1%,8%[57.1 µM],-7%
CCCCNc1c([N+](=O)[O-])cc(C(=O)O)cc1[N+](=O)[O-],2%,3.8%,21%,0%,-3%,0%,-25%,8%,-1%
CCCNC(=O)C1CN(S(=O)(=O)c2ccccc2)CCN1S(=O)(=O)c1ccccc1 (configuration not stated),0%,0.8%,22%,?,4%,6%,-13%,12%,9%
Cc1ccc(C(=O)n2cnc3ccccc32)cc1C,-1%,-1.6%,-16%,-13%,11%,0%,-4%,10%,26%
COc1ccc(OC)c(NC(=O)CSc2nnc(-c3cccnc3)s2)c1,1%,-0.1%,-16%,-13%,5%,6%,-4%,16%,-7%
CS(=O)(=O)c1cnc(-c2ccccc2)nc1-c1ccc(Cl)c(Cl)c1,1%,4.5%,-11%,-9%,-1%,-3%,-5%,18%,-7%
CC1=C(c2ccc(C)cc2)S(=O)(=O)NC1=NCCCN1CCN(c2ccccc2F)CC1,2%,-0.3%,12%,17%,-1%,20%,-2%,12%,-24%
Cc1ccccc1NC(=O)CN1C(=O)COc2ccc(Cl)cc21,-3%,0.6%,?,-20%,11%[57.1 µM],8%,1%,14%[57.1 µM],453%[activator]
Cc1cc(C(=O)CN2C(=O)NC3(CCCc4sccc43)C2=O)c(C)n1-c1ccc(Cl)cc1 (configuration not stated),-1%,1.7%,-25%,-19%,-2%,12%,-7%,28%,-19%
CC1(C)CC(CCC(=O)NC(=S)Nc2ccccc2Cl)C(=O)O1 (configuration not stated),-7%,2.2%,10%,-26%,-3%,12%,1%,-12%,-14%
N#Cc1ccccc1Cn1c(=O)n(-c2ccc(CC(=O)NCc3ccco3)cc2)c(=O)c2sccc21,-28%,2.1%,3%,-21%,5%,6%,-6%,18%,30%[57.4 µM]
COc1ccc(NC(=O)CNc2cc(S(=O)(=O)N3CCOCC3)ccc2N2CCOCC2)c(OC)c1,-10%,·,-5%,-18%,3%,15%,1%,17%,-4%
